From PubChem BioAssay
All columns: NCI-60 one-dose screen, growth in % after 48 h at 10 µM unless noted; 100 = growth as untreated, 0 = no growth, -100 = all killed.
HCT-116: HCT-116 colon cancer. 82,000 tested, 7.3% active. AID 1794798
HCT-15: HCT-15 colon cancer; 82,000 tested, 5.2% active; AID 1794746
SW-620: SW-620 colon cancer; 82,000 tested, 5.2% active
TK-10: TK-10 renal cancer cells | AID 1794769 | 81,000 tested, 3.9% active
HT29: HT29 colon cancer; AID 1794748; 81,000 tested, 7.4% active
HCC-2998: HCC-2998 colon cancer. AID 1794799. 79,000 tested, 4.7% active
SN12C: SN12C renal cancer cells. 81,000 tested, 3.8% active
UO-31: UO-31 renal cancer. 81,000 tested, 5.2% active
786-0: 786-0 renal cancer cells; 81,000 tested, 5.1% active; AID 1794775
An asterisk follows results filed as active; nt = no result given; [ ] = dose if it differs, or a comment. How the source made its calls: active means growth percent below 10; inactive means the rest.

SMILES	HCT-116	HCT-15	SW-620	TK-10	HT29	HCC-2998	SN12C	UO-31	786-0
COc1ccc(NC(=O)CSc2nnc(-c3ccc4nc(-c5ccc(Cl)cc5)[nH]c4c3)o2)cc1OC	111	99	117	116	109	109	104	86	123
Nc1nc(Nc2ccccc2SSc2ccccc2Nc2nc(N)nc(-c3cnccn3)n2)nc(-c2cnccn2)n1	105	109	98	72	104	119	92	71	90
CCCCCOC(=O)c1cccc([N+](=O)[O-])c1	103	113	103	113	125	120	94	97	111
O=C(O)c1ccccc1NS(=O)(=O)c1cccc(-n2sc3ccccc3c2=O)c1	101	94	92	107	107	113	93	81	108
N#C/C(=C\c1ccc(-c2cc(Cl)ccc2Cl)o1)c1ccccc1	72	73	82	160	80	102	90	62	98
Cc1ccccc1N=C(N)Nc1ccccc1C (tested in a mixture with another compound)	83	67	75	68	97	98	83	71	74
Cc1c2c(c(C)c3c1oc1ccc(O)cc13)C(=O)N(CCN1CCOCC1)C2=O	95	101	103	104	100	113	93	85	106
O=C1NC(=O)/C(=C\c2cn(-c3ccccc3)nc2-c2ccc(Cl)cc2)S1	89	87	104	85	94	92	86	83	70
Cc1cc(NCCCNc2ccnc3cc(Cl)ccc23)nc(N2CCN(C)CC2)n1	19	44	37	133	15	49	78	59	79
Cc1nc2c(nnn2-c2ccccc2)c2nc(-c3ccc(Cl)cc3)oc(=O)c12	109	108	107	108	115	111	104	83	105
CCOCCOC(=O)c1ccc(C(C)C)cc1	114	99	117	117	105	126	99	96	107
O=C(c1ccc(OCCN2CCCCC2)cc1)c1c(-c2ccc(OS(=O)(=O)c3ccc(F)cc3)cc2)sc2cc(OS(=O)(=O)c3ccc(F)cc3)ccc12	73	65	87	85	30	89	83	57	74
CC1(C)CC2=C3C=C[C@@H]4[C@@]5(C)CC[C@H](O)C(C)(C)[C@@H]5CC[C@@]4(C)[C@]3(C)CC[C@@]2(C(=O)O)CC1=O	13	28	44	33	36	70	54	16	21
NC(=O)c1c(NC(=O)c2cccc(C(F)(F)F)c2)sc2cc(O)ccc12	95	91	96	156	104	nt	86	90	105
CC(=O)C1=C(C)NC(NN)=NC1c1ccccc1 (stereo not given)	103	114	98	84	107	117	83	56	93
CC(C)(N)CCl	99	106	104	98	112	112	101	103	104
COc1ccc(CCC2CCCCN2CCc2ccccc2)cc1 (stereo not given)	71	103	100	89	68	98	98	67	98
COc1ccc(C2CC(c3cc(OC)c(OC)c(OC)c3)=NN2C(C)=O)cc1OCC(=O)Nc1nc2ccc(C(F)(F)F)cc2s1 (stereo not given)	30	76	85	57	80	92	63	40	60
CC(=O)Nc1ccc(CC#N)cc1Br	97	105	99	96	104	97	107	95	101
C/C(=N\N1C(=O)c2ccccc2NC1c1ccc(Br)cc1)c1c(O)cc(C)oc1=O (stereo not given)	100	108	104	109	100	104	98	91	101
Cc1cc(Cl)ccc1Nc1nc(C(F)(F)F)ccc1C(=O)N/N=C/c1ccc([N+](=O)[O-])cc1	6.3*	-1.5*	93	-8.7*	-27*	nt	4.6*	-27*	-61*
COc1cc(-c2nc(-c3nnc(-c4ccccc4)o3)c3ccccn23)cc(OC)c1OC	74	90	89	93	90	95	97	76	80
C=CCn1c(SCCc2c[nH]c3ccccc23)nnc1-c1ccncc1	100	93	105	95	104	111	103	73	99
Clc1c(-c2ccccc2)oc2nc3ccccc3nc12	81[100 µM]	95[100 µM]	100[100 µM]	201[100 µM]	114[100 µM]	118[100 µM]	93[100 µM]	66[100 µM]	110[100 µM]
Cc1ccc(-c2ccc(Cl)cc2)n1-c1ccc(-c2nc3ccc(F)cc3s2)cc1	87	107	100	129	92	91	84	67	92

Next section:
SMILES	HCT-116	HCT-15	SW-620	TK-10	HT29	HCC-2998	SN12C	UO-31	786-0
Nc1nc(=O)n(C2CC(O)C(CO)O2)cc1Br (stereo not given)	118	101	90	114	114	95	85	63	121
O=C(Nc1ccc2c(c1)C(=O)c1ccccc1C2=O)C(=O)Nc1ccc2c(c1)C(=O)c1ccccc1C2=O	98	95	103	nt	98	118	91	79	93
COc1ccc(/C=C2/CN(C(=O)c3ccccc3F)C/C(=C\c3ccc(OC)cc3)C2=O)cc1	-63*	18	-42*	130	-82*	-73*	66	46	57
Nc1nc(N)c2c(n1)NC(c1cccc(Nc3ccnc4cc(C(F)(F)F)ccc34)c1)CC(c1ccc(Cl)cc1)=N2 (stereo not given)	15	20	26	87	11	52	64	63	69
Fc1ccc2[nH]cc(-c3nonc3-c3c[nH]c4ccc(Br)cc34)c2c1	20	9.3*	29	41	-52*	2.9*	47	17	24
NC(N)=N/N=C/c1cc(Cl)ccc1O	100	106	96	131	102	102	96	81	108
O=C(CCc1nnc2sc(COc3ccccc3)nn12)c1nc2ccccc2[nH]1	97	96	101	122	106	111	92	64	95
COc1cc(-c2nn(-c3ccccc3)cc2C(=O)O)ccc1O	89	100	98	107	100	101	98	84	96
CC12CC[C@@H]3[C@]4(C)COC(c5cn[nH]c5-c5cccc(Br)c5)O[C@@H]4CC[C@@]3(C)[C@@H]1CC(C1=CCOC1=O)O2 (stereo not given in full)	15	23	48	59	23	36	43	15	53
O=c1c([N+](=O)[O-])cnc2nc(Nc3ccc(Cl)cc3)[nH]n12	101	107	108	99	101	104	100	95	102
N#Cc1cnn(CCCl)c1N	112	104	106	101	100	105	100	106	112
CC(C)[C@@H](C)/C=C/[C@@H](C)[C@H]1CC[C@H]2C3=CC[C@H]4C[C@@H](O)CC[C@]4(C)[C@H]3CC[C@]12C	101	105	101	97	87	100	99	79	107
COc1cccc(/C=C/C(=O)c2cc3c(N)c(C(=O)Nc4ccccc4C)sc3nc2C)c1	42	8.3*	1.7*	74	-5.3*	35	14	39	9.8*
Clc1ccc2c(NCCCN3CCN(c4nc(-n5ccnc5)nc5ccccc45)CC3)ccnc2c1	73	-65*	-53*	122	-16*	96	84	44	79
CC(C)(C)c1nn(-c2ccccc2)c2c1COCN2Cc1ccc2c(c1)OCO2	58	84	85	121	65	106	90	89	86
CCOC1=C(Cl)C(=O)C(OCC)=C(Cl)C1=O	113	107	110	104	101	91	99	84	98
CC(=O)NS(=O)(=O)c1ccc(NC(=O)CSC2=NC(c3ccc(Cl)cc3)C(C(C)=O)=C(C)N2)cc1 (stereo not given)	92	100	nt	102	98	105	99	87	101
O=C1NC(=C(Cl)Cl)/C(=N/S(=O)(=O)N2CCCC2C2(C(F)(F)F)N=N2)N1 (stereo not given)	114	105	103	97	108	106	101	95	101
Cc1ccc2n[nH]nc2c1	117	94	102	108	101	115	97	80	107
Clc1ccc(-c2cc(-c3ccccc3)nc(Nc3nc4ccccc4[nH]3)n2)c(Cl)c1	99	99	99	99	102	nt	95	88	103
Cc1cc(-c2ccccc2)c(-c2ccccn2)c2ccccc12	94	94	102	107	85	112	102	72	111
O=C(COc1ccc(/C=C2\Oc3ccccc3C2=O)cc1)Nc1nccs1	94	104	110	134	107	98	90	-40*	88
CC[C@@]12C[C@]1(C(=O)OC)C(=O)N1CCc3c([nH]c4ccccc34)[C@H]12	97	102	108	110	103	101	108	80	107
O=C1Nc2cc(OC(F)(F)F)ccc2Oc2ccc(-c3ccnc(N4CC[C@H](O)C4)c3)cc21	-41*	-31*	-19*	76	-59*	1.0*	7.4*	24	6.9*
Cc1ccc(CSc2nc(-c3ccc(F)cc3)c(C#N)c(N3CCNCC3)n2)cc1	109	108	104	100	107	110	107	88	105

Quoted at random: 7 compounds from above, in no set order.
SMILES	HCT-116	HCT-15	SW-620	TK-10	HT29	HCC-2998	SN12C	UO-31	786-0
COc1ccc(/C=C2/CN(C(=O)c3ccccc3F)C/C(=C\c3ccc(OC)cc3)C2=O)cc1	-63*	18	-42*	130	-82*	-73*	66	46	57
CC[C@@]12C[C@]1(C(=O)OC)C(=O)N1CCc3c([nH]c4ccccc34)[C@H]12	97	102	108	110	103	101	108	80	107
CC(C)(C)c1nn(-c2ccccc2)c2c1COCN2Cc1ccc2c(c1)OCO2	58	84	85	121	65	106	90	89	86
O=C(c1ccc(OCCN2CCCCC2)cc1)c1c(-c2ccc(OS(=O)(=O)c3ccc(F)cc3)cc2)sc2cc(OS(=O)(=O)c3ccc(F)cc3)ccc12	73	65	87	85	30	89	83	57	74
N#Cc1cnn(CCCl)c1N	112	104	106	101	100	105	100	106	112
O=C1Nc2cc(OC(F)(F)F)ccc2Oc2ccc(-c3ccnc(N4CC[C@H](O)C4)c3)cc21	-41*	-31*	-19*	76	-59*	1.0*	7.4*	24	6.9*
COc1cccc(/C=C/C(=O)c2cc3c(N)c(C(=O)Nc4ccccc4C)sc3nc2C)c1	42	8.3*	1.7*	74	-5.3*	35	14	39	9.8*

The listing picks up, repeating the 3 entries before the break.
SMILES	HCT-116	HCT-15	SW-620	TK-10	HT29	HCC-2998	SN12C	UO-31	786-0
CC[C@@]12C[C@]1(C(=O)OC)C(=O)N1CCc3c([nH]c4ccccc34)[C@H]12	97	102	108	110	103	101	108	80	107
O=C1Nc2cc(OC(F)(F)F)ccc2Oc2ccc(-c3ccnc(N4CC[C@H](O)C4)c3)cc21	-41*	-31*	-19*	76	-59*	1.0*	7.4*	24	6.9*
Cc1ccc(CSc2nc(-c3ccc(F)cc3)c(C#N)c(N3CCNCC3)n2)cc1	109	108	104	100	107	110	107	88	105
C=CCCCCCCCCCBr	50	68	73	93	48	66	82	67	80
Cc1nn2c(-c3nc4ccc(C(F)(F)F)cc4[nH]3)c(-c3ccc(F)cc3)nc2s1	79	73	93	90	87	95	104	92	91
Cc1ccc(Nc2cccc3ccccc23)cc1	81	79	78	60	84	88	97	45	89
CCC(C)CCC(O)C(C)CO (stereo not given)	84	93	104	98	100	95	104	97	89
Cc1nc2ccccc2nc1-c1ccc([N+](=O)[O-])cc1	94	100	112	106	111	104	108	93	108
O=C(O)Cc1c(-c2ccccc2)n[nH]c1-c1[nH]nc(-c2ccccc2)c1CC(=O)O	116	107	119	108	123	113	104	85	114
COC(=O)C(CC(=O)Nc1ccc(F)cn1)c1ccc(C(F)(F)F)cc1 (stereo not given)	100	102	96	105	105	104	101	94	101
COc1cccc(-c2nc3sccn3c2-c2ccnc(NCCN3CCNS3(=O)=O)n2)c1	67	84	119	114	41	101	65	52	61
CC(C)(C)c1cc(C=O)cc(C(C)(C)C)c1O	93	102	98	93	102	94	104	103	107
CN1CCN(c2ccc(/C=C/C(=O)c3ccc(O)cc3)cc2)CC1	99	91	99	122	100	102	94	85	99
Cc1cc2nc[nH]c(=O)n2n1	97	95	110	98	98	108	100	86	97
Cn1c(=O)c2[nH]c(/C=C/c3ccc4c(c3)OCO4)nc2n(C)c1=O	99	116	103	116	107	96	101	83	107
COC(=O)c1ccc2c(c1)[n+](=O)c(C(=O)OC)c(C)n2[O-]	80	84	94	99	89	93	86	78	97
C=CCCCCCCCCCOC(C)=O	110	114	105	92	103	98	99	92	108
O=C1CCCC(=O)C1	99	93	95	103	110	110	105	78	103
CC(=O)C(c1ccccn1)C(C)C (stereo not given)	102	102	105	93	95	110	106	87	103
COC(=O)[C@]12CCC(C)(C)C[C@H]1C1=CC[C@@H]3[C@@]4(C)C/C(=C/c5cccnc5)C(=O)C(C)(C)[C@@H]4CC[C@@]3(C)[C@]1(C)CC2	-29*[100 µM]	1.0*[100 µM]	-43*[100 µM]	-36*[100 µM]	-16*[100 µM]	-73*[100 µM]	-51*[100 µM]	-82*[100 µM]	-29*[100 µM]
CCOC(=O)c1ccc(Oc2ccc(Nc3ncnc4onc(-c5ccccc5)c34)cc2)cc1	96	96	101	100	79	94	92	77	98
COC(=O)c1cc(O)c2c(c1C(=O)OC)C[C@H]1[C@@H]3CC=C4C[C@@H](O)CC[C@]4(C)[C@H]3CC[C@]21C	22	25	45	55	16	42	71	40	-56*
C=C(C)[C@@H]1CC[C@]2(C(N)=O)CC[C@]3(C)[C@H](CC[C@@H]4[C@@]5(C)CCC(=O)NC(C)(C)[C@@H]5CC[C@]43C)[C@@H]12	76	89	97	107	95	107	101	89	107
C#CCn1c2c(c3ccccc31)C[C@]1(C)[C@H]3CC[C@@H]4[C@H]5[C@H]6OC(=O)[C@@]5(CCC6(C)C)CC[C@@]4(C)[C@]3(C)CC[C@H]1C2(C)C	105	106	96	118	101	105	98	80	102
CCCn1c(=S)sc2c(N/N=C/c3ccc(Cl)cc3)nc(C)nc21	83	96	107	86	97	98	88	109	85
CCN(CC)CCCC(C)Nc1cc(-c2cccc(OC(F)(F)F)c2)nc2ccc(N3CCCC3)cc12 (stereo not given)	-54*	-14*	-37*	12	-24*	-58*	38	24	-20*
CCOC(=O)C(Cc1ccccc1)n1c(O)c(/C=N/c2ncn[nH]2)sc1=S (stereo not given)	80	93	102	79	97	101	84	71	86
CC(=O)C(Cc1ccc(C(C)C)cc1)C(C)C (stereo not given)	93	97	101	100	86	100	99	105	97

Next part
SMILES	HCT-116	HCT-15	SW-620	TK-10	HT29	HCC-2998	SN12C	UO-31	786-0
CC(C)C(=O)C(CCN(C)C)c1ccncc1 (stereo not given)	81	106	100	95	108	99	101	94	99
O=C(C1=Cc2cc3ccccc3n2Cc2cnnn21)c1ccc(F)cc1	98	96	108	107	112	110	98	89	99
O=C(Cc1ccccc1)NNc1ccccc1	76	72	60	94	100	91	98	80	94
COc1ccc(COC(=O)c2ccc(C(C)C)cc2)cc1	101	108	110	107	101	108	104	94	98
O=[N+]([O-])c1ccc2[nH]c(=S)[nH]c(=S)c2c1	104	102	102	109	105	96	101	78	115
Cc1cc(C(NC(=O)CCCCCNc2cccc3c2C(=O)N(C2CCC(=O)NC2=O)C3=O)c2ccc3c(c2)OC(F)(F)O3)c(O)c2ncccc12 (stereo not given)	28	72	40	94	72	79	50	77	79
Cn1c(N2NC(=O)CC2=O)nc(-c2ccccc2)c(C#N)c1=O	95	112	95	118	94	92	102	82	96

Outcome played no part in choosing rows; any-hit rate near 12%.
